RGS4 inhibitor: blocks human RGS4-accelerated GTP hydrolysis | P49798 | Transcreener GDP fluorescence polarization, RGS4-accelerated GTP hydrolysis | Potency, µM (doses to about 114 µM), for inactives: top-dose activity change, negative = inhibition, actives largely listed as inhibitors | 0.039% of 390,000 active | AID 504845; further: potency means the concentration at half of the fitted maximal effect; on the % scale 0 is the no-effect control and ±100 the full control effect; nearly all actives have a fitted effect of over 75% in size; some results filed as inactive show a strong effect at the top dose
Target sequence (P49798 whole entry, looked up): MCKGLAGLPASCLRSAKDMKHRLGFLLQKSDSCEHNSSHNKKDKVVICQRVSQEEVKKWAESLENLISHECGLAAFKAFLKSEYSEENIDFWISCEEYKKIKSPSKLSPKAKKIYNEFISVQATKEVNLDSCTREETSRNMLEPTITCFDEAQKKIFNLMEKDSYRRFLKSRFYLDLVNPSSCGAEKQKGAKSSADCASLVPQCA
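MLSMR compounds (23 nl, pin-transferred) preincubated 10 min at room temperature with a 500nM (2x) first reagent, then RGS4 at 900nM (2x) plus Transcreener GDP mix added; fluorescence polarization (620/688 nm) read before and after 90 min at 30 °C.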
POLB inh: DNA polymerase beta (human) inhibition; P06746; Pol beta primer extension/strand displacement, fluorescence kinetic; Potency, µM (series often up to 114 µM), for the others: top-dose activity change, negative = inhibition, actives largely listed as inhibitors; 1.3% of 340,000 active; further: potency means the concentration at half of the fitted maximal effect; on the % scale 0 is the no-effect control and ±100 the full control effect
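Human Pol beta at 10 nM; strand-displacement substrate 50 nM final. Compound exposure 15 min at room temperature before start, reaction 10 min at room temperature.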
LDHA block: blocks human lactate dehydrogenase A; purified LDHA, NADH/diaphorase-resazurin fluorescence; hits give low values; activity change, % (values are at about 110 or 230 µM); 0.15% of 480,000 active; in the data active means activity change below about -30%; inconclusive means mostly about -25% to -30%;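 further: plate controls were DMSO wells for no effect and wells without enzyme for full effect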
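Enzyme activity of human lactate dehydrogenase 5 (2 nM; 0.06 mM NADH, 0.2 mM pyruvate, 5 min, RT) is measured via a resazurin/diaphorase fluorescence readout of residual NADH.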
Apoferritin bind: binds horse apoferritin like a general anesthetic; P02791; apoferritin/1-aminoanthracene competitive binding, fluorescence; Potency, µM (doses to about 77.5 µM), without a hit: top-dose activity change, negative = displacement, usual class: inhibitors; 0.074% of 350,000 active; AID 485281; further: potency means the concentration at half of the fitted maximal effect; on the % scale 0 is the no-effect control and ±100 the full control effect; nearly all actives have a fitted effect of over 20% in size
Target sequence (P02791 2-175 limits assumed): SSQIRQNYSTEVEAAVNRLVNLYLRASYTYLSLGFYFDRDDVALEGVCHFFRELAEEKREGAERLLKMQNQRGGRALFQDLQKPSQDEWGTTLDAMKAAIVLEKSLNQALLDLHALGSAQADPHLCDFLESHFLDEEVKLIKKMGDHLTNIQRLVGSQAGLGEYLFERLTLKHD
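Read-out: endpoint 1-AMA fluorescence, excitation 380 nm and emission 535 nm, after compounds sit 10 min at room temperature with 10 uM horse-spleen apoferritin in 50% saturated 1-AMA/PBS. Values come from four-parameter Hill fits.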
Pol eta inh: DNA polymerase eta (human) inhibition | Potency, µM (doses to about 114 µM), inactives show top-dose activity change, negative = inhibition, hits mostly inhibitors | Q9Y253 | 1.2% of 390,000 active | recombinant Pol eta, fluorescent DNA replication assay; further: potency means the concentration at half of the fitted maximal effect; on the % scale 0 is the no-effect control and ±100 the full control effect
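Fluorescent replication assay: 50 nM final substrate added after a 15 min room-temperature compound preincubation with 10 nM enzyme. Signal taken at 0 min and again at 10 min.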
POLK inh: DNA polymerase kappa (human) inhibition | Potency, µM (titrated, usually from 107 µM), without a hit: at the top dose activity, negative = inhibition, actives largely listed as inhibitors | purified Pol kappa, fluorescent DNA synthesis assay, 10 min | Q9UBT6 | 0.53% of 400,000 active; further: potency means the concentration at half of the fitted maximal effect; on the % scale 0 is the no-effect control and ±100 the full control effect
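Activity was followed as the change in fluorescence between reads at 0 and 10 min after starting the reaction with 50 nM substrate. Beforehand, 10 nM polymerase had been preincubated with compound for 15 min at room temperature.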
ERG Ets-DNA blk: ERG Ets/DNA interaction inhibition; Potency, µM (top dose mostly 76.9 µM), for inactives: top-dose FP activity, negative = inhibition, hits mostly inhibitors; fluorescence polarization, His-ERG Ets domain / labelled DNA; 0.028% of 370,000 active; active means well fitted inhibition curve with a large enough effect in the polarisation, with a control signal flat; inconclusive means small, poorly fitted or top-dose-only effect, or effect the other way, or a change in a side signal; inactive means no such curve, though single readings can be large or run the other way; the % refers to the polarisation;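 further: polarization taken with two DNA probes labelled with fluorescein and Texas red; potency means the concentration at half of the fitted maximal effect; % of control where 0% means no effect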
Target sequence (P11308 whole entry, looked up, the tested form may be a part): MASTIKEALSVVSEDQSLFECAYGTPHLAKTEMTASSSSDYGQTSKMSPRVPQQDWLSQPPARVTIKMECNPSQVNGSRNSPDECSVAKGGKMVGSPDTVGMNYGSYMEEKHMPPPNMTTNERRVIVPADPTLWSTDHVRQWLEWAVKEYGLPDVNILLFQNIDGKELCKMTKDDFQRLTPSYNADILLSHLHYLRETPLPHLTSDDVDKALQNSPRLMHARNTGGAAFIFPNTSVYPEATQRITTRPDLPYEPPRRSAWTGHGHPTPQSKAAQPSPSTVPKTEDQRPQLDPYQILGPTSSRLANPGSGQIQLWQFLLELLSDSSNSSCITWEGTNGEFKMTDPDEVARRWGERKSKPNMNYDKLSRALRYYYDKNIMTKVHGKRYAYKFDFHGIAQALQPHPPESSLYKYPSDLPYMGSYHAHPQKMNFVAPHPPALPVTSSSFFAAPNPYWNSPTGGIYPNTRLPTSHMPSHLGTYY
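His-tagged ERG Ets domain (1 uM in the protein solution; 300mM KCl, 50mM Tris-HCl, 1mM EDTA, 1mM DTT, pH 7.5) received compound, then a probe mix of 5 nM fluorescein-DNA and 100nM Texas-615-DNA. Fluorescence polarization was read for both dyes.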
12-LOX inh: blocks human arachidonate 12S-lipoxygenase; P18054; purified 12hLO, xylenol orange hydroperoxide absorbance; Potency, µM (series often up to 108 µM), inactives show at the top dose activity change, negative = inhibition, usual class: inhibitors; 1.1% of 580,000 active; further: potency means the concentration at half of the fitted maximal effect; on the % scale 0 is the no-effect control and ±100 the full control effect
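Purified human 12hLO at 150 nM in 25 mM Hepes, 0.01% Triton X-100, pH 7.0, preincubated 15 min at room temperature with compound. Reaction started with 40 uM arachidonic acid, 30 min at room temperature. Hydroperoxide measured by Fe-xylenol orange, 573/405 nm absorbance ratio.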
APEX1 inh: APE1 (human) endonuclease inhibition; AID 2517; recombinant APE1, TAMRA/BHQ-2 abasic DNA cleavage fluorescence; P27695; Potency, µM (series often up to 65.8 µM), for inactives: top-dose activity change, negative = inhibition, usual class: inhibitors; 0.35% of 350,000 active;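 further: potency means the concentration at half of the fitted maximal effect; plate controls were vehicle for no effect and reference inhibitor for full effect; nearly all actives have a fitted effect of over 55% in size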
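Step 1: APE1 (0.75 nM) with compound, 15 min RT. Step 2: add 50 nM fluorophore/quencher THF duplex. Step 3: three fluorescence reads 60 s apart (525/598 nm); read 3 minus read 1 = reaction progress.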
An asterisk follows results filed as active; ? = inconclusive; · = not tested or not shown; [ ] = dose if it differs, or a comment. Unless noted, the call rests on the fitted dose curve; in most records, active means well fitted curve in the direction sought with a large enough effect; inconclusive means small, poorly fitted or top-dose-only effect, or another doubt; inactive means no such curve, though single readings can be large; an effect the other way counts as inactive or inconclusive. This is a subset. The share of hits here may be higher or lower than overall.

entry	SMILES	RGS4 inhibitor	POLB inh	LDHA block	Apoferritin bind	Pol eta inh
1	Cc1cc(C)c(C(=O)Nc2ccc(Br)c(C(F)(F)F)c2)c(C)c1	11%	3%	-5	-13%	-21%
2	COc1nc(-c2ccccc2)c2cc(C)ccc2n1	?	63%	-2	1%	-23%
3	CN(C)C(=O)c1ccc(-c2nc(N(C)C)c3ccccc3n2)cc1	·	·	·	-6%	·
4	O=C(c1ccco1)N1CCN(C(=O)C2CC(c3ccc(Cl)cc3)=NO2)CC1 (centres undefined)	4%	37%	-2	-10%	5%
5	COc1ccc2c(c1)[C@H]1[C@H](CO2)[C@H](c2ccccc2)[C@]2(C)C(=O)Nc3ccc(C)cc3C(=O)N12	5%	·	-15	·	-11%
6	c1ccc(Cn2c(Nn3cnnc3)nc3ccccc32)cc1	14%[11.4 µM]	0%	-5	1%	-2%
7	N#CC(C(=O)OC1CCCCC1)c1nc2ccccc2nc1N1CCOCC1 (centres undefined)	-21%	37%	-3	-8%	-13%
8	Cc1cc(OCC(=O)NNC(=S)NCC2CCCO2)cc(C)c1Cl (centres undefined)	-29%	5%	-5	-22%	-6%
9	Cc1ccccc1NC(=O)c1cccc(C(=O)Nc2ccccc2C)n1	-37%	20%	-3	-6%	-5%
10	Cc1ccc2c(=O)c(C(=O)c3ccc(F)cc3)cn(CC(=O)NCc3ccccc3)c2n1	-6%	33%	-2	3%	7%
11	CCN1CCCC1CN(Cc1cc2cc(C)ccc2[nH]c1=O)C(=O)Nc1ccccc1OC (centres undefined)	-6%	?	0	?	-8%
12	NC(=O)c1ccccc1NS(=O)(=O)c1ccc(F)cc1	-21%	24%	-2	-3%	-22%

entry	POLK inh	ERG Ets-DNA blk	12-LOX inh	APEX1 inh
1	-15%	·	-7%	-2%
2	1%	8%	-5%	5%
3	-15%[60.1 µM]	·	?	1%
4	-1%	11%	0%	-1%
5	-16%	-5%	-20%	-4%
6	-5%	-16%	6%	10%
7	-11%	0%	0%	-9%
8	-15%	59%[activator]	-6%	6%
9	-8%	-2%	4%	23%
10	1%	-6%	-12%	·
11	8%	7%	17%	5%
12	-11%	-1%	-7%	0%

Later entries.
entry	SMILES	RGS4 inhibitor	POLB inh	LDHA block	Apoferritin bind	Pol eta inh
13	CCOC(=O)c1c(C)c2c(n1C)CCC/C2=N\O	18%	-1%	-6	-14%	-12%
14	Cc1cccnc1NC1CCCCC1	1%[56.9 µM]	-19%	-7	-14%	-13%
15	Cn1c(=O)n(C)c2cc(S(=O)(=O)N3CCOCC3)ccc21	-13%	14%	-12	-7%	-13%
16	Cc1ccc(C)c(/C=C2\CCn3c2nc2cc(C(=O)O)ccc2c3=O)c1	-4%	-1%	2	3%	7%
17	O=C(/C=C\c1ccc2c(c1)OCO2)NC1CC(=O)N(c2ccccc2)C1 (centres undefined)	-31%	1%	-3	?	15%
18	Cc1cc2c(cc1C)N(C(=O)CN1C(=O)c3ccccc3C1=O)C(C)(C)c1ssc(=S)c1-2	-46%	-1%	0	-24%	4%
19	Cn1c(=O)oc2cc(S(=O)(=O)NC3CCCCC3)ccc21	16%	4%	-5	0%	-4%
20	N/C(=N\OC(=O)c1ccco1)c1cccc([N+](=O)[O-])c1	-25%	-3%	0	-11%	-18%
21	O=[N+]([O-])c1cccc(NC(=S)Nc2nc(-c3ccc(Cl)cc3Cl)cs2)c1	·	-20%	·	?	·
22	CN1N=C(C(=O)N2CCc3c([nH]c4ccccc34)C2c2c(F)cccc2Cl)CCC1=O (centres undefined)	3%	13%	-6	-16%	-10%
23	O=C(NCc1ccc(F)cc1)c1cnccn1	-13%	7%	1	-5%	-7%
24	Cc1cccc(NC(=O)c2ccc(S(=O)(=O)N3CCCCC3)cc2)n1	15%	8%	-8	-8%	-17%

entry	POLK inh	ERG Ets-DNA blk	12-LOX inh	APEX1 inh
13	-6%	-3%	122%[activator]	-3%
14	-8%	-3%	-1%	-1%
15	-4%	0%	-1%	1%
16	-7%	-3%	0%	4%
17	0%[60.1 µM]	7%	-3%	·
18	-3%	-10%	?	-5%
19	-12%	7%	-5%	52%[activator]
20	-7%	12%	1%	?
21	·	·	?	32%
22	-15%	4%	50%[activator]	?
23	11%	15%	3%	15%
24	-9%	-3%	-3%	-3%

Individual results from the entries so far.
POLB inh, O=[N+]([O-])c1cccc(NC(=S)Nc2nc(-c3ccc(Cl)cc3Cl)cs2)c1 → -20%
Apoferritin bind, Cn1c(=O)oc2cc(S(=O)(=O)NC3CCCCC3)ccc21 → 0%
POLK inh, N/C(=N\OC(=O)c1ccco1)c1cccc([N+](=O)[O-])c1 → -7%
12-LOX inh, Cc1ccc(C)c(/C=C2\CCn3c2nc2cc(C(=O)O)ccc2c3=O)c1 → 0%

Compound profiles, from the list above:
Shown for `Cn1c(=O)n(C)c2cc(S(=O)(=O)N3CCOCC3)ccc21` : RGS4 inhibitor = -13%; POLB inh = 14%; LDHA block = -12; Apoferritin bind = -7%; Pol eta inh = -13%; POLK inh = -4%; ERG Ets-DNA blk = 0%; 12-LOX inh = -1%; APEX1 inh = 1%
Shown for `Cc1ccc2c(=O)c(C(=O)c3ccc(F)cc3)cn(CC(=O)NCc3ccccc3)c2n1` : RGS4 inhibitor = -6%; POLB inh = 33%; LDHA block = -2; Apoferritin bind = 3%; Pol eta inh = 7%; POLK inh = 1%; ERG Ets-DNA blk = -6%; 12-LOX inh = -12%; APEX1 inh = ·

The results go on.
entry	SMILES	RGS4 inhibitor	POLB inh	LDHA block	Apoferritin bind	Pol eta inh
25	CCC(Sc1ccccc1C(=O)O)C(=O)O (centres undefined)	-2%	?	-4	-6%	-7%
26	CCN(C(=O)CSc1nnc(NC2CCCCC2)s1)C1CCS(=O)(=O)C1 (centres undefined)	17%	34%	-5	-15%	0%
27	COc1ccc(C(=O)N2CCNC(=O)C2)cc1S(=O)(=O)Nc1ccc(Br)cc1	12%	·	-14	·	-9%
28	Cc1c(NC(=O)/C(C#N)=C/c2ccc(-c3cc(Cl)ccc3Cl)o2)c(=O)n(-c2ccccc2)n1C	?	?	-7	-3%	-1%
29	Cc1ccc(C(=O)NCC(=O)OCc2cccc(Br)c2)cc1	-13%	·	-8	·	-17%
30	Cc1ccc(OCCOC(=O)CCc2nc3ccccc3c(=O)[nH]2)cc1	6%	-9%	-6	-7%	-5%
31	CCN(C(=O)CSc1nc2ccccc2o1)c1c(N)n(Cc2ccccc2)c(=O)[nH]c1=O	-28%	·	-10	·	4%
32	O=C1[C@@H](Oc2ccccc2)[C@@H](c2cccnc2)N1c1ccccc1	13%	·	-6	·	-16%
33	COc1ccc(CNC(=O)C2CCCN(S(=O)(=O)c3ccc(Br)s3)C2)cc1 (centres undefined)	1%	-10%	-6	-9%	-3%
34	Cn1c(CN2CCCC2)nc2cc(NC(=O)COc3ccc([N+](=O)[O-])cc3)ccc21	17%	-27%	6	-3%	-9%
35	COc1ccc(NC(=O)c2oc3ccccc3c2NC(=O)Cc2coc3cc(C)ccc23)cc1	24%	21%	-14	1%	-16%
36	COc1ccc(-c2nnc(NC(=O)c3c(OC)cccc3OC)s2)cc1	-24%	-15%	-3	0%	-5%

entry	POLK inh	ERG Ets-DNA blk	12-LOX inh	APEX1 inh
25	-18%	-6%	?	-3%
26	-5%	-8%	0%	22%
27	-13%	1%	3%	47%[activator]
28	-5%	·	10%	7%
29	-15%	-14%	-27%	0%
30	-2%	7%	2%	-6%
31	0%	1%	-16%	4%
32	3%	-10%	-1%	10%
33	-23%	0%	3%	0%
34	2%	10%	-9%	-3%
35	-7%	0%	-1%	·
36	12%	-1%	0%	3%

The list continues:
entry	SMILES	RGS4 inhibitor	POLB inh	LDHA block	Apoferritin bind	Pol eta inh
37	Cc1cc(C)cc(NC(=O)CSc2nncn2-c2ccccn2)c1	1%	0%	-5	-4%	-4%
38	COc1ccc(CNC(=O)C[C@H]2C[C@H](C(=O)N3CCOCC3)[C@@]3(CCC4CCCC4)c4[nH]c5cc(CCC(=O)N(C)C)ccc5c4CCN3C2=O)cc1OC	14%	·	-1	·	-17%
39	Cc1nc(SCC(=O)N2CCN(C(=O)c3ccco3)CC2)c2c(C)c(C)sc2n1	-29%	0%	-4	-7%	5%
40	O=C(CN1C(=O)/C(=C\c2ccc(F)cc2)Oc2ccccc21)N1CCN(c2ccccn2)CC1	22%	1%	-8	-4%	-15%
41	O=C1NCCCC1C(=O)N/N=C/c1cccc(Cl)c1 (centres undefined)	-21%	6%	-4	2%	-11%
42	O=C(C[n+]1ccccc1)N1c2ccccc2Sc2ccccc21	-7%	10%	0	-8%	-4%
43	Cc1ccc(Cl)cc1N1CCN(S(=O)(=O)c2ccc3c(c2)CC(C)N3C(=O)C2CCC2)CC1 (centres undefined)	6%	1%	-8	-5%	-8%
44	Cc1ccc(-c2noc(CN(C(=O)CCN3C(=O)c4ccccc4C3=O)C(C)C)n2)cc1	7%	-18%	7	?	-19%
45	O=C(CSc1ccc(-c2cccs2)nn1)Nc1ccccc1F	-22%	-17%	4	-19%	-22%

entry	POLK inh	ERG Ets-DNA blk	12-LOX inh	APEX1 inh
37	-18%	3%	-3%	23%
38	-9%	0%	?	-10%
39	-4%	2%	0%	-2%
40	-9%	-7%	?	1%
41	0%	-22%	76%[activator]	0%
42	-11%	9%	?	3%
43	-20%	1%	-6%	·
44	-3%	-4%	5%	-9%
45	-5%	10%	-5%	-7%

Screening results: PubChem, National Center for Advancing Translational Sciences (NCATS)
